Compound activity as filed in PubChem BioAssay.
GAA glycogen mod = GAA glycogen-cleavage inhibition or activation; P10253; recombinant GAA, glycogen substrate, Amplex Red glucose oxidase fluorescence; Potency, µM (series often up to 76.4 µM), without a hit: at the highest dose activity change, negative = inhibition, actives largely listed as inhibitors; 0.38% of 300,000 active;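 note: 0% = full enzyme reaction and -100% = no-enzyme basal signal; the screen sought inhibitors and activators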
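Recombinant enzyme (4 nM final) with compounds titrated up to 77 uM and bovine liver glycogen (30 ug) in citrate pH 5.0, 0.01% Tween-20, 37 C 40 min. Released glucose detected by Amplex Red/glucose oxidase (Ex 573/Em 610); AC50 from Hill fits.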
NPSR antag = antagonists of human neuropeptide S receptor cAMP signaling; CHO-NPSR cells, cAMP TR-FRET, antagonist mode; Potency, µM (titrated, usually from 38.3 µM), for inactives: at the highest dose activity change, negative = inhibition, usual class: inhibitors; 1% of 220,000 active; note: % is set by controls: 0 for no effect and ±100 for the full control effect; nearly all actives have a fitted effect of over 50% in size; many of its hits are not listed in these tables
Target sequence (Q6W5P4 whole entry, looked up): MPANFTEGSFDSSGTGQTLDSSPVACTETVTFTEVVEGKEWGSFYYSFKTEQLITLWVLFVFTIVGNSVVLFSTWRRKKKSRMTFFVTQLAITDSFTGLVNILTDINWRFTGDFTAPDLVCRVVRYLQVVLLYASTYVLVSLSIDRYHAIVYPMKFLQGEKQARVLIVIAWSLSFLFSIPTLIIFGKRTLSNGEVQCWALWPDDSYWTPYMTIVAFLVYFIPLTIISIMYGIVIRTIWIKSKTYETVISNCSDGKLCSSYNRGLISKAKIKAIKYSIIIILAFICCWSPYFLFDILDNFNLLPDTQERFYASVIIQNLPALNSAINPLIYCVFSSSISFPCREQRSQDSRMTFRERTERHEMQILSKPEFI
GAA spleen mod = inhibitors or activators of human alpha-glucosidase in spleen homogenate | AID 2112 | human spleen homogenate, 4-MU-alpha-glucoside fluorescence | Potency, µM (highest dose often 79.9 µM), for inactives: top-dose activity change, negative = inhibition, actives largely listed as inhibitors | 0.006% of 240,000 active;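 note: 0% = enzyme with vehicle and -100% = no enzyme basal signal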
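Human spleen homogenate (1 ug) incubated with compounds and 1 mM 4-methylumbelliferyl-alpha-D-glucopyranoside in pH 5.0 citrate/phosphate buffer, 37 C, 40 min. Stopped at pH 10; 4-MU fluorescence (Ex 365/Em 440 nm); AC50 by Hill fit.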
aGal spleen mod = inhibits or activates alpha-galactosidase in human spleen homogenate. P06280. human spleen homogenate, 4MU-alpha-Gal fluorescence, 40 min. Potency, µM (series often up to 80 µM), for the others: top-dose activity change, negative = inhibition, most hits filed as inhibitors. 0.008% of 240,000 active;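 note: 0% = enzyme with vehicle and -100% = no enzyme basal signal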
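Fluorogenic readout (Ex 365/Em 440 nm) of 4-methylumbelliferone released from 1 mM 4-MU-alpha-galactoside by spleen homogenate, 40 min at 37C, pH 5.0. Data normalized to no-enzyme and enzyme controls; Hill-equation AC50 from compound titrations.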
ALDH1A1 inh = inhibitors of human aldehyde dehydrogenase 1A1; P00352; Purified ALDH1A1, NADH fluorescence, propionaldehyde substrate; Potency, µM (series often up to 75.3 µM), inactives show at the highest dose activity, negative = inhibition, actives largely listed as inhibitors; 7.3% of 220,000 active; AID 1030; active = well fitted inhibition curve with a large enough effect, not every such curve was filed as active; inconclusive = small, poorly fitted or top-dose-only effect, or another doubt; inactive = no such curve, though single readings can be large or run the other way;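 note: plate controls were no enzyme wells and a reference inhibitor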
Target sequence (P00352 whole entry, looked up): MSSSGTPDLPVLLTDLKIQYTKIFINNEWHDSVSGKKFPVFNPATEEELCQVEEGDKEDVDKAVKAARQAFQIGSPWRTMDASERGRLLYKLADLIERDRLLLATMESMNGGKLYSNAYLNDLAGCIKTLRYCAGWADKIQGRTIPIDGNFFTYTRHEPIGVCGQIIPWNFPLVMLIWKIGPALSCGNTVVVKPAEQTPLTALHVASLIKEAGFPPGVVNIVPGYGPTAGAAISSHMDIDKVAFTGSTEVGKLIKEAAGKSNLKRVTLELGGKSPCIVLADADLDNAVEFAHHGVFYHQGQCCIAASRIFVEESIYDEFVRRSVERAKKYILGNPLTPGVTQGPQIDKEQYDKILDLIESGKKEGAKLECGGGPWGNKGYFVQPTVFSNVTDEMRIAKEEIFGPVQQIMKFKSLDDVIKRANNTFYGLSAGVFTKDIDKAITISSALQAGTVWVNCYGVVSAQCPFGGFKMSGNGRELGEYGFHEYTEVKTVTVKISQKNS
Epigenetic derep = epigenetic control regulation, reporter derepression; murine LDR cells, GFP reporter derepression, 30 h; Potency, µM (titrated, usually from 53.9 µM), without a hit: at the highest dose GFP activation, hits mostly activators; 0.2% of 280,000 active; AID 1865; note: % of control where 0% means no effect; nearly all actives have a fitted effect of over 60% in size
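Readout is the number of GFP-expressing murine LDR cells, counted by cytometry following washing. Cells were treated with compound for 30 h at 37 C; the stably integrated CMV-GFP locus is normally silent.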
Tau fluor counter = counter-screen for tau fibril formation inhibitors; tau K18 P301L Alexa594 fluorescence, heparin fibrillization; Potency, µM (doses to about 57.7 µM), for the others: at the top dose activity change, negative = decrease; AID 1463; 0.93% of 280,000 active; note: % is set by controls: 0 for no effect and ±100 for the full control effect; nearly all actives have a fitted effect of over 55% in size
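Human tau K18 P301L (15 uM unlabeled, 0.24 uM Alexa 594-labeled) in 100 mM sodium acetate pH 7 with 20 uM heparin, 6 hr at 37 C. ThT 30 uM added, 1 hr ambient; Alexa 594 FP and total fluorescence read at 555/632 nm.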
GAA inh = alpha-glucosidase (human) inhibition; purified human GAA, 4-MU-alpha-glucoside fluorescence; AID 1466; 0.005% of 200,000 active; Potency, µM (series often up to 76.9 µM), for inactives: at the highest dose activity change, negative = inhibition, usual class: inhibitors; P10253;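 note: plate controls were uninhibited enzyme wells for no effect and no-enzyme background for full effect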
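qHTS format, compound range up to 77 uM. Human lysosomal enzyme at 4 nM, 400 uM 4-MU glucoside substrate, pH 5.0, 20 min room temperature; fluorescence after alkaline stop gives activity normalized to controls.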
* = called active by the depositor; ? = inconclusive; . = no result given; [ ] = remark or other dose. Unless noted, calls come from the whole dose curve; as a rule, active = well fitted curve in the direction sought with a large enough effect; inconclusive = small, poorly fitted or top-dose-only effect, or another doubt; inactive = no such curve, though single readings can be large; an effect the other way counts as inactive or inconclusive. Potency is the fitted concentration of half-maximal effect. Not all compounds are listed. The share of hits here may be higher or lower than overall.

1) Cn1cc(CNC(=O)COc2ccc(Cl)cc2Cl)cn1
2) C/C=C/c1ccc(OCCCNC)c(OC)c1
3) CCCCC1=CC2=CC(=O)C(C)(OC(=O)CC)C(=O)C2=CN1C(CO)CO (stereo unspecified)
4) Cc1ccccc1Nc1nc(NCc2ccco2)c2ccccc2n1
5) Cc1nn(-c2ccccc2)nc1C(=O)Oc1cc(C(F)(F)F)nn1-c1ccccc1
6) COc1ccccc1Nc1nc(N)nc(CSC(=S)N2CCN(c3ccccc3)CC2)n1
7) CC1(c2ccccc2)CC2CC(c3ccccc3)N1O2 (stereo unspecified)
8) COc1ccccc1-c1coc2c(CN3CCN(C)CC3)c(O)ccc2c1=O
9) COc1ccc(CC(=O)OCC(=O)Nc2cccnc2Cl)cc1OC
10) Cc1ccccc1NC(=O)N1CCC(C(=O)c2ccc(F)cc2)CC1
screen / no.,1,2,3,4,5,6,7,8,9,10
GAA glycogen mod,-2.1%,-8.3%,8.2%,-1.7%,5.6%,0.4%,-2.1%,2.1%,-7.5%,0.0%
NPSR antag,3.0%[46.1 µM],-0.4%[46.1 µM],28.2%,?,-3.2%,-12.1%,-9.6%[46.1 µM],-0.9%[46.1 µM],16.5%,16.2%
GAA spleen mod,-3.8%,3.8%,4.9%[17.4 µM],-0.7%,2.6%,-1.0%,-1.4%,-5.1%,-4.8%,-0.5%
aGal spleen mod,-0.7%,5.1%,11.4%[17.5 µM],-0.9%,1.2%,8.4%,-0.4%,1.6%,6.1%,-2.3%
ALDH1A1 inh,-6.9%,28.2µM*,12.6%[13.5 µM],?,?,4.5%,-1.5%,?,10.7%,3.1%
Epigenetic derep,2.2%,1.5%,0.0%,0.0%,-1.6%,6.6%,-1.0%,0.9%,-0.1%,0.0%
Tau fluor counter,0.7%,-1.6%,-0.9%[11.6 µM],?,-14.1%,-26.9%,-11.6%,-7.9%,0.2%,-14.2%
GAA inh,-5.5%,-6.6%,.,-3.3%,-7.2%,-16.2%,1.7%,1.6%,-1.9%,-7.6%

11) CCOC(=O)OCC1OC(c2cc(C)cc(C)c2)C=CC1OC(=O)OCC (stereo unspecified)
12) Cc1ccc(S(=O)(=O)N(C)CCCC(=O)n2nc(C)cc2C)cc1
13) COCCNC(=O)C(c1ccco1)N(C(=O)Cn1nnc2ccccc21)c1cc(C)ccc1C (stereo unspecified)
14) COC(=O)c1ccccc1S(=O)(=O)NC(=O)c1ccccc1
15) CC(C)CC(=O)c1c[nH]c(C(=O)NCCc2ccccn2)c1
16) CN1CCN(C(=O)C2=C[C@@H](c3coc4ccccc4c3=O)C[C@@H](OCCCCO)O2)CC1
17) O=C(NCc1ccco1)c1sc2cc(Cl)ccc2c1Cl
18) CC1CC(CN)CC(CO)C1 (stereo unspecified)
19) O=C(CCNc1cccc(Cl)c1)c1cccs1
20) COc1ccc(CN(C)CC(=O)Nc2ccc(Cl)cc2F)c(OC)c1
screen / no.,11,12,13,14,15,16,17,18,19,20
GAA glycogen mod,.,-9.2%,-2.4%,7.7%,2.2%,18.1%,-4.6%,-5.1%,-10.6%,-0.4%
NPSR antag,.,-5.9%[46.1 µM],-1.5%[46.1 µM],-7.0%[46.1 µM],-6.1%[46.1 µM],-19.1%,?,-10.4%,-3.9%[46.1 µM],31.5%
GAA spleen mod,1.9%[17.4 µM],0.9%,-5.0%,2.7%,-9.2%,-2.8%,0.4%,14.4%,-1.4%,1.8%
aGal spleen mod,-4.0%[17.5 µM],2.1%,2.5%,-2.0%,27.9%,-3.4%,2.8%,-1.2%,9.8%,9.9%
ALDH1A1 inh,?,-3.1%,21.1%,11.8%,?,1.3%,20µM*,-4.4%,1.26µM*,.
Epigenetic derep,0.0%[10.1 µM],-1.1%,0.8%,0.0%,0.0%,0.0%,-0.2%,-4.0%,-2.2%,2.5%
Tau fluor counter,-23.4%[11.6 µM],-4.3%,3.5%,1.2%,-9.2%,-8.5%,-15.4%,0.1%,?,-22.0%
GAA inh,.,-11.0%,-7.3%[15.4 µM],-1.3%,-0.6%,.,-2.3%,5.0%,-12.2%,.

21) CCCCP(=O)(CCCC)c1ccccc1C(=O)O
22) COc1cccc(-c2c(NC(=O)c3ccco3)n(-c3ccc(C)cc3)nc(C)c2=O)c1
23) CCOc1ccccc1NC(=O)NC1CC2CCCC(C1)N2Cc1nnnn1CCc1ccccc1 (stereo unspecified)
24) C1CCCC(N2CCNCC2)CC1
25) CC(C)(C)c1nc2c(C#N)c(-c3ccc(Cl)cc3)ccn2n1
26) CCCC/C(O)=C1\C(=O)CC(C)(C)CC1=Nc1ccccc1OC
27) COCCNc1cc(C)nc2c(-c3ccccc3OC)c(C)nn12
28) CCOC(=O)Cc1cc(=O)[nH]c(=O)[nH]1
29) COC(=O)[C@@]1(Cc2ccc(F)cc2)[C@H]2c3cc(C(=O)N(C)C)n(Cc4ccc(C)o4)c3C[C@H]2CN1C(=O)c1ccccc1
30) Cc1c(C(=O)N2CCc3ccccc32)oc2c1C(=O)CC(C)(C)C2
screen / no.,21,22,23,24,25,26,27,28,29,30
GAA glycogen mod,-7.0%,-0.6%,0.3%,4.9%,-3.7%,2.6%,2.6%,4.2%,.,-9.5%
NPSR antag,3.7%[46.1 µM],-9.2%[46.1 µM],-16.2%[46.1 µM],-2.0%[46.1 µM],?,?,1.0%,7.7%,.,-22.1%[46.1 µM]
GAA spleen mod,-8.8%,0.9%,0.3%,8.9%,-15.2%,?,-1.5%,2.3%,0.5%,-0.9%
aGal spleen mod,-22.3%,11.8%,-5.1%,3.2%,4.2%,-12.7%,6.0%,8.9%,0.0%,0.5%
ALDH1A1 inh,0.5%,-5.0%,3.4%,4.6%,0.5%,-9.7%,-5.2%,9.1%,-7.5%,?
Epigenetic derep,2.1%,-6.2%,-1.0%,0.2%,0.8%,-2.4%,-1.0%,-6.5%,17.5%,2.2%
Tau fluor counter,3.2%,2.0%,-21.8%,3.1%,-18.2%,-17.4%,-16.5%,-6.7%,-10.3%,-0.7%
GAA inh,-3.8%,6.1%,6.1%,1.7%,-9.5%,-3.2%,1.0%,-9.0%,.,-4.9%

Retrieved by compound from above:
27) COCCNc1cc(C)nc2c(-c3ccccc3OC)c(C)nn12
24) C1CCCC(N2CCNCC2)CC1
screen / no.,27,24
GAA glycogen mod,2.6%,4.9%
NPSR antag,1.0%,-2.0%[46.1 µM]
GAA spleen mod,-1.5%,8.9%
aGal spleen mod,6.0%,3.2%
ALDH1A1 inh,-5.2%,4.6%
Epigenetic derep,-1.0%,0.2%
Tau fluor counter,-16.5%,3.1%
GAA inh,1.0%,1.7%

Later entries.
31) CCOC(=O)N1CCN(C(=O)CCSc2ccc(C)cc2)CC1
32) COc1ccc(CCNC(=O)CN(c2cccc([N+](=O)[O-])c2)S(C)(=O)=O)cc1OC
33) O=C(CNc1ccccc1)NNC1=NCCC1
34) Cc1ccc(Nc2nc3c(c(=O)[nH]c(=O)n3C)n2Cc2ccc(F)cc2)cc1
35) Cc1[nH]n(-c2ccc([N+](=O)[O-])cc2)c(=O)c1C=NCCc1c[nH]c2ccccc12
36) COc1ccc(N=C(C)C2=C(O)COC2=O)cc1
37) Cc1ccc(OCC(O)CN2C(=O)NC(C)(C)C2=O)cc1 (stereo unspecified)
38) CC(C)(C)c1ccc(O)c(N=Cc2cc(Br)ccc2O)c1
39) CC(C)C1O/C(=N/C(=O)Nc2ccc(Cl)c(Cl)c2)NC1=O (stereo unspecified)
40) Cc1c(NC(=O)/C=C/c2cccs2)c(=O)n(-c2ccccc2)n1C
screen / no.,31,32,33,34,35,36,37,38,39,40
GAA glycogen mod,1.5%,-13.1%,?,-4.9%,18.8%,-21.2%,-3.2%,?,-5.4%,6.8%
NPSR antag,13.4%[46.1 µM],17.5%,20.5%,-14.4%[46.1 µM],-9.6%,-20.6%[46.1 µM],11.7%[46.1 µM],-19.0%,2.4%[46.1 µM],-2.8%[46.1 µM]
GAA spleen mod,3.3%,-12.2%,4.0%,-0.6%,2.9%,-2.2%,-1.7%,-1.1%,-0.8%,-4.8%
aGal spleen mod,-6.8%,3.8%,4.9%,4.0%,21.6%,-2.5%,-0.4%,-6.6%,-1.9%,9.0%
ALDH1A1 inh,?,-2.6%,-6.6%,6.2%,7.3%,-15.8%,4.9%,?,?,2.8%
Epigenetic derep,-1.0%,-1.3%,4.5%,1.4%,2.0%,-5.7%,-2.0%,-1.1%,2.9%,0.0%
Tau fluor counter,-1.3%,-7.4%,-0.2%,-15.2%,?,-1.4%,-0.7%,?,4.5%,-1.3%
GAA inh,5.0%,?,-2.0%,4.6%,-3.1%,-4.3%,-3.4%,8.2%,10.1%,-1.6%

ALDH1A1 inh: entries above that show a hit
no. | Structure | GAA glycogen mod | NPSR antag | GAA spleen mod | ALDH1A1 inh
2 | C/C=C/c1ccc(OCCCNC)c(OC)c1 | -8.3% | -0.4%[46.1 µM] | 3.8% | 28.2µM*
17 | O=C(NCc1ccco1)c1sc2cc(Cl)ccc2c1Cl | -4.6% | ? | 0.4% | 20µM*
19 | O=C(CCNc1cccc(Cl)c1)c1cccs1 | -10.6% | -3.9%[46.1 µM] | -1.4% | 1.26µM*

The listing continues.
41) CC(=O)N1CCN(c2ccc(NC(=O)c3ccc(OCc4ccccc4)cc3)cc2)CC1
42) CC1CCCC2(C1)NC(=S)N(c1ccccc1)N2 (stereo unspecified)
43) O=C(CSc1nc(-c2ccco2)cc(C(F)(F)F)n1)Nc1ccccc1C(F)(F)F
44) Cc1ccc(Cn2ccc(NC(=O)c3cc(-c4ccc(Cl)cc4)on3)n2)cc1
screen / no.,41,42,43,44
GAA glycogen mod,-8.3%,?,3.2%,1.9%
NPSR antag,11.3%,-13.5%[46.1 µM],-38.0%,-8.6%[46.1 µM]
GAA spleen mod,0.0%,5.6%,-7.4%,-0.5%
aGal spleen mod,7.7%,3.2%,18.2%,5.6%
ALDH1A1 inh,-7.6%,?,-5.2%,0.4%
Epigenetic derep,-1.9%[10.1 µM],-0.3%,-0.1%,-0.2%
Tau fluor counter,-7.4%,-10.1%,-9.1%,-2.5%
GAA inh,2.9%,-12.9%,-1.1%,5.9%
